# High-throughput results (PubChem)
# D3 antag – D3 dopamine receptor (human) antagonism; D3R cells, DiscoveRx beta-arrestin luminescence, antagonist mode; stronger effect = lower value; 2.5% of 360,000 active; max response, negative = inhibition, %; P35462; in the data active = max response below about -50%; inconclusive = no clear call, values can overlap the other calls; note: % is set by controls: 0 for no effect and ±100 for the full control effect; mostly tested at two doses, the higher about 12 µM
# Target sequence (P35462 whole entry, looked up): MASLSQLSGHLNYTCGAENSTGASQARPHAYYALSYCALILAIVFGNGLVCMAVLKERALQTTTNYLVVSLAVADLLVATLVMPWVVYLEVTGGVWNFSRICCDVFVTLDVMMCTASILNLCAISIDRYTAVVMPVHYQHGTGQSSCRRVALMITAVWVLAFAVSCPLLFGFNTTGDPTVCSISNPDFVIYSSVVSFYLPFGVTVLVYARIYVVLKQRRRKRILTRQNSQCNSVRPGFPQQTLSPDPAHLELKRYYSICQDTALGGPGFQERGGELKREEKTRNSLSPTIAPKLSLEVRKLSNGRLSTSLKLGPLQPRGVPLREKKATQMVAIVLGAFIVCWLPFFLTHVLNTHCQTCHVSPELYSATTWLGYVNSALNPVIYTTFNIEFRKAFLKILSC
#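 Cells plated overnight at 1500 cells/well, then exposed to library compounds with dopamine controls for 90 minutes at 37 degrees C. DiscoveRx reagent added for 30–60 minutes at room temperature; luminescence read, quantitative HTS format.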
# pAkt inh – inhibitors of Akt phosphorylation; Neuro2A IGF-stimulated pAkt S473 HTRF, 20 min; stronger effect = lower value; activity change, % for hits at 50 µM; 0.32% of 360,000 active; AID 651550; in the data active = activity change below about -80%; inconclusive = mostly about -51% to -80%; note: % is set by controls: 0 for no effect and ±100 for the full control effect
#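 Neuro2A cells in DMEM with 0.5% FBS, overnight at 37 deg C, given compound at single 50 µM final, then IGF (6 nM final) for 20 min at 37 deg C. Lysed; phospho-Akt Ser473 by HTRF after 24 h, 665/615 ratio.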
# FUS suppressor – FUS proteinopathy suppression in yeast. Potency, µM (highest dose often 76.6 µM), for the others: at the top dose growth rescue (activation), most hits filed as activators. S. cerevisiae FUS-expressing, growth rescue, OD600, 24 h. 0.24% of 390,000 active. AID 1347120;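 note: potency is the fitted concentration of half-maximal effect; plate controls were DMSO vehicle for no effect and reference control for full effect; nearly all actives have a fitted effect of over 55% in size; some results filed as inactive show a strong effect at the top dose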
#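 Compound concentration series was pinned onto galactose-induced FUS-expressing yeast seeded at OD 0.005. Plates sat 24hr at 30C; absorbance at 600 nm gave growth. DMSO served as background control.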
# TDP43 rescue – TDP-43 toxicity inhibition in yeast; TDP-43 expressing yeast growth rescue, BacTiter-Glo, 24 h; Potency, µM (doses to about 46.1 µM), without a hit: top-dose growth rescue (activation), actives largely listed as activators; 1.8% of 410,000 active; note: potency is the fitted concentration of half-maximal effect; % of control where 0% means no effect; nearly all actives have a fitted effect of over 50% in size
#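 Luminescence from BacTiter-Glo reports growth of TDP-43-expressing yeast after 24 hr at 30 deg C with compound. Cells were raffinose-pregrown to mid-log, then seeded in galactose medium at OD600=0.02.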
# Abeta yeast res – compounds reversing amyloid beta toxicity in yeast; yeast expressing A-beta42, growth rescue, OD600, 48 h; response scale: 0% DMSO, 100% iron-clioquinol control; Potency, µM (titrated, usually from 46.1 µM), for inactives: at the top dose growth rescue, usual class: activators; 0.063% of 410,000 active; AID 1347071; note: potency is the fitted concentration of half-maximal effect; nearly all actives have a fitted effect of over 55% in size
#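 Yeast A-beta toxicity model in growth medium with pinned compounds, 48 h at 30 C; growth read as absorbance at 600 nm. Normalized to FeCl3/clioquinol equimolar mix (positive) and DMSO (negative).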
# PTHR1 ag – PTHR1 (human) receptor agonism. Potency, µM (series often up to 115 µM), for the others: at the top dose activation, usual class: activators. 0.075% of 410,000 active. HEK293 GP2 PTHR1 cells, GloSensor cAMP luminescence, 1 h. Q03431; note: potency is the fitted concentration of half-maximal effect; nearly all actives have a fitted effect of over 55% in size; some results filed as inactive show a strong effect at the top dose; inactives centre near -15; many of its hits are not listed in these tables
#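 HEK-293-derived GP2 cells expressing PTHR1 and a GloSensor cAMP reporter, 3,000/well, plated overnight, given luciferin plus IBMX (each 0.5 mM as added) for 1 h at 37 °C, then compound for 1 h at 37 °C. Luminescence was read after 15 min at room temperature.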
# GLP-1R agonist – GLP-1 receptor (human) agonism. P43220. 0.007% of 380,000 active. AID 624172. Potency, µM (top dose mostly 45.6 µM), for the others: at the top dose activation, hits mostly activators. HEK293 GLP-1R CRE-luciferase, luminescence, 4-6 h; cells express a hypersensitive GLP-1R form; note: potency is the fitted concentration of half-maximal effect; % of control where 0% means no effect
# Target sequence (P43220 whole entry, looked up): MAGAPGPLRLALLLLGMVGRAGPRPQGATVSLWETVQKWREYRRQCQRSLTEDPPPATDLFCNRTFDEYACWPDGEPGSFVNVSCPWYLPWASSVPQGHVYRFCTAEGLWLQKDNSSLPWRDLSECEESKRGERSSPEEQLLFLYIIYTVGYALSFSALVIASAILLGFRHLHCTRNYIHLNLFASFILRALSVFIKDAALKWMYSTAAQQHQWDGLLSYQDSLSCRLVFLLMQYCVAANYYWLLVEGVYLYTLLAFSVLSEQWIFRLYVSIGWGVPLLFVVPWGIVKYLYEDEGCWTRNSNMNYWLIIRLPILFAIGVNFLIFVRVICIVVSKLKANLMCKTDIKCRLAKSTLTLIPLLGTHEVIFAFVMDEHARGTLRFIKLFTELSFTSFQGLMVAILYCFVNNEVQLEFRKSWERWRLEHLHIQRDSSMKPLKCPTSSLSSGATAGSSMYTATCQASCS
# aSyn yeast inh – alpha-synuclein toxicity inhibition in yeast; Yeast expressing alpha-synuclein, growth rescue, BacTiter-Glo, 24 h; Potency, µM (series often up to 46.1 µM), inactives show top-dose growth rescue (activation), usual class: activators; 0.14% of 370,000 active; note: potency is the fitted concentration of half-maximal effect; % of control where 0% means no effect; nearly all actives have a fitted effect of over 65% in size
#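 Screening used galactose-induced yeast with toxic alpha-synuclein levels, exposed to compound for 24 hr at 30 deg C. Cell growth, read with BacTiter-Glo luminescence, gave the measured signal.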
# GLP-1R inv ag – GLP-1 receptor (human) inverse agonism; 1.6% of 410,000 active; HEK293 GLP-1R CRE-luciferase, luminescence, 24 h; GLP-1R form is constitutively active; Potency, µM (highest dose often 38.3 µM), without a hit: top-dose activity change, negative = inhibition, most hits filed as inhibitors; P43220; note: potency is the fitted concentration of half-maximal effect; % is set by controls: 0 for no effect and ±100 for the full control effect; nearly all actives have a fitted effect of over 55% in size
#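 qHTS in 1536-well format: reporter HEK293 cells expressing constitutive GLP-1R activity in DMEM + 10% Nu serum, 24 hr with compounds at 37 deg C, luminescence read after 12 min with detection reagent.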
# * = called active by the depositor; i = inactive; ? = inconclusive; . = not tested or not shown; & = joins results of further samples; [ ] = remark or other dose. Unless noted, calls come from the whole dose curve; as a rule, active = well fitted curve in the direction sought with a large enough effect; inconclusive = small, poorly fitted or top-dose-only effect, or another doubt; inactive = no such curve, though single readings can be large; an effect the other way counts as inactive or inconclusive. Only part of the results is shown; count on the stated rates, not on these rows.
Molecule,D3 antag,pAkt inh,FUS suppressor,TDP43 rescue,Abeta yeast res,PTHR1 ag,GLP-1R agonist,aSyn yeast inh,GLP-1R inv ag
Cc1cc(C(=O)N2CCCC(N3CCN(c4ccccc4C)CC3)C2)nc(C)n1 (configuration not stated),11,i,.,-4%,6%,i,-1%,-14%,-10%
O=C(O)c1ccc(-n2nnnc2SCc2cccc(Br)c2)cc1,-5,i,5%,-13%,3%,-19%,9%,-2%,21%
CCc1nc2ccc(C(=O)N3CCN(C(=O)c4ccco4)CC3)cn2c1N(C)Cc1nccn1C,3,i,-13%,23%,-17%,i,6%,-2%,2%
COc1ccc2cc(CNc3ccc(C)cc3)c(=O)n(CC(=O)Nc3cccc(C(F)(F)F)c3)c2c1,.,.,10%,22%,-7%,i,-7%,2%,?
Cn1cccc1/C=N/NC(=O)c1cccc(OC(F)(F)C(F)F)c1,-15,i,22%,6%,2%,i,5%,0%,-24%
CCOC(=O)/C(C#N)=C\c1cc(C)n(-c2ccccc2)c1C,-29,i,14%,6%,10%,-32%[inhibitor],3%,-4%,-36%
CC(=O)Nc1ccc(Nc2nc3c(S(=O)(=O)c4cc(C)ccc4C)nnn3c3ccsc23)cc1,.,.,16%,10%,-3%,i,.,.,2%
COc1cccc(Nc2nc(=O)[nH]nc2C)c1,6,i,14%,6%,14%,i,-5%,0%,1%
Fc1ccc(-n2cc(-c3ccccc3)c3c(NC4CCCCC4)ncnc32)cc1,.,.,-6%,?,2%,i,.,.,-32%
Cc1ccc(O)c(N=Nc2ccccc2)n1,18,i,-21%,11µM*,-51%[inhibitor],-50%[inhibitor],0%,-74%&-54%[inhibitor],-19%
O=C(CSc1nnc(-c2cccs2)n1-c1cccc(Cl)c1)c1cccc2c1OCCO2,19,i,18%,12%,20%,i,-2%,0%,0%
Cc1ccc(OCc2ccc(C(=O)N3CCCC3)o2)c([N+](=O)[O-])c1,0,i,?,?,-14%,-60%,13%,-9%,46%[activator]

# Quoted at random: six entries already listed.
Molecule,D3 antag,pAkt inh,FUS suppressor,TDP43 rescue,Abeta yeast res,PTHR1 ag,GLP-1R agonist,aSyn yeast inh,GLP-1R inv ag
CCc1nc2ccc(C(=O)N3CCN(C(=O)c4ccco4)CC3)cn2c1N(C)Cc1nccn1C,3,i,-13%,23%,-17%,i,6%,-2%,2%
COc1cccc(Nc2nc(=O)[nH]nc2C)c1,6,i,14%,6%,14%,i,-5%,0%,1%
Fc1ccc(-n2cc(-c3ccccc3)c3c(NC4CCCCC4)ncnc32)cc1,.,.,-6%,?,2%,i,.,.,-32%
O=C(CSc1nnc(-c2cccs2)n1-c1cccc(Cl)c1)c1cccc2c1OCCO2,19,i,18%,12%,20%,i,-2%,0%,0%
O=C(O)c1ccc(-n2nnnc2SCc2cccc(Br)c2)cc1,-5,i,5%,-13%,3%,-19%,9%,-2%,21%
Cc1cc(C(=O)N2CCCC(N3CCN(c4ccccc4C)CC3)C2)nc(C)n1 (configuration not stated),11,i,.,-4%,6%,i,-1%,-14%,-10%

# Additional records follow:
Molecule,D3 antag,pAkt inh,FUS suppressor,TDP43 rescue,Abeta yeast res,PTHR1 ag,GLP-1R agonist,aSyn yeast inh,GLP-1R inv ag
CCC(=O)Nc1cccc(Oc2nc(C)cc(C)c2C#N)c1,9,i,-15%,8%,6%,i,2%,-4%,12%
COc1ccccc1NC(=O)CSc1nnc(CNC(=O)COc2ccc(Cl)cc2)o1,5,i,21%,16%,1%,i,-5%,7%,4%
COc1ccc(-c2noc(N(c3nc(-c4ccc(OC)c(OC)c4)no3)c3ccccc3OC)n2)cc1OC,.,.,-21%,-2%,-4%,-31%[inhibitor],3%,.,-25%
Cn1c(=O)c2c(O)cc(=O)n(-c3ccccc3)c2n(C)c1=O,-16,i,5%,-16%,-3%,i,-9%,-3%,13%
COc1ccc(Cn2nnnc2CN2CCC(O)(c3ccc(F)cc3)CC2)cc1,-30,i,-11%,?,-24%,-4%,7%,-1%,-14%
Cc1ccc2[nH]c(-c3ccccc3)c(CN3CCOCC3)c(=O)c2c1,108,i,17%,12%,0%,i,-2%,2%,4%
CCCCCCCSc1nsc(N)n1,64,i,4%,13µM*,-86%[inhibitor],-25%,18%,-15%,-7%
O=C1CCCC2=C1C(c1cccc(O)c1)c1c(ccc3ncccc13)N2 (configuration not stated),-13,i,4%,-16%,2%,i,6%,1%,44%[activator]
Cc1cc(-c2cccs2)nc(-n2cccc2)n1,74,i,14%,13µM*,2%,-4%[57.5 µM],0%,-1%,0%
Cc1cc(Cl)ccc1NC(=O)CN(c1ccccc1Br)S(C)(=O)=O,.,.,10%,?,-4%,i,.,.,?
C/C=C/C(=O)Nc1nnc(C2CCCCC2)s1,19,i,16%,9%,16%,-13%,8%,-1%,24%
Cc1ccc(SCC(=O)OCC(=O)N(CCC#N)c2ccccc2)cc1,-2,i,14%,20%,24%,-25%,-4%,0%,9%

# Gathered by group: the compounds so far with an aryl thioether with sulfur outside any ring (five)
Molecule,D3 antag,pAkt inh,FUS suppressor,TDP43 rescue,Abeta yeast res,PTHR1 ag,GLP-1R agonist,aSyn yeast inh,GLP-1R inv ag
O=C(O)c1ccc(-n2nnnc2SCc2cccc(Br)c2)cc1,-5,i,5%,-13%,3%,-19%,9%,-2%,21%
O=C(CSc1nnc(-c2cccs2)n1-c1cccc(Cl)c1)c1cccc2c1OCCO2,19,i,18%,12%,20%,i,-2%,0%,0%
COc1ccccc1NC(=O)CSc1nnc(CNC(=O)COc2ccc(Cl)cc2)o1,5,i,21%,16%,1%,i,-5%,7%,4%
CCCCCCCSc1nsc(N)n1,64,i,4%,13µM*,-86%[inhibitor],-25%,18%,-15%,-7%
Cc1ccc(SCC(=O)OCC(=O)N(CCC#N)c2ccccc2)cc1,-2,i,14%,20%,24%,-25%,-4%,0%,9%

# Following part:
Molecule,D3 antag,pAkt inh,FUS suppressor,TDP43 rescue,Abeta yeast res,PTHR1 ag,GLP-1R agonist,aSyn yeast inh,GLP-1R inv ag
C/C(=N\NC(=O)c1ccc(-c2ccccc2)cc1)c1ccco1,-21,i,7%,20%,-19%,-7%,14%,-6%,-6%
Cc1ccc(C(=O)NNC(=O)COC(=O)COc2ccccc2C#N)cc1,6,i,-7%,13%,5%,i,-1%,8%,-3%
CCCN(CC(=O)Nc1ccccc1C)C(=O)C1CCN(S(=O)(=O)c2ccc3c(c2)OCCO3)CC1,-1,i,23%,-3%,-1%,i,6%,0%,22%
CCCCN(C=O)c1c(CC)nc2c(OCc3ccc(S(C)(=O)=O)cc3)cccn12,0,i,7%,-21%,-9%,1%,-7%,0%,-10%
